Screening data deposited in PubChem by several laboratories.
CYP2C19 inh – blocks human cytochrome P450 2C19; 21% of 96,000 active; CYP2C19 Supersomes, luciferin-H EGE luminescence, 30 min; P33261; AID 778; inhibition, % at 5 µM;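 active = CYP2C19 inhibition above a set limit at 5 µM in the primary screen, cut at about 50% in these data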;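 note: plate controls were negative control wells for no effect and 2.5 mM tranylcypromine positive control for full effect; values of inactives mirror those of a sister screen read the other way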
PLAP activator – activators of human placental alkaline phosphatase; AID 696; purified PLAP enzyme, luminescent substrate read-out; active compounds read high; P05187; activation fold at 20 µM; 1.2% of 96,000 active; in the data active = activation fold above about 2
CYP2C9 inhib – blocks human cytochrome P450 2C9; 20% of 96,000 active; CYP2C9 Supersomes, luciferin-H conversion, luminescence; AID 777; inhibition, % at 5 µM;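 active = blocking of liver enzyme CYP2C9 beyond about 50% at 5 µM, limit read from the data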; note: values of inactives mirror those of a sister screen read the other way
PLK1 kinase inh – inhibitors of human PLK1 kinase. recombinant PLK1 kinase, TR-FRET peptide phosphorylation. inhibition, % at 10 µM. 0.53% of 97,000 active. AID 619;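 active = inhibition of 50% or more in the single-concentration screen; inactive = inhibition below 50%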;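 note: 0% = DMSO max control and 100% = H-89 dihydrochloride min control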
Plk1 PBD FP – Plk1 (human) PBD binding inhibition. inhibition, %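 (tested at about 20 µM)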. AID 693. P53350. Plk1 PBD phosphopeptide binding, fluorescence polarization. 0.13% of 97,000 active; in the data active = inhibition above about 34%, passing the limit was not always enough
EphB4 antag – EphB4-ephrin-B2 interaction antagonism | P54760 | EphB4 LBD / TNYL-RAW-Alexa532 peptide, fluorescence polarization | inhibition, % at 7 µM | 0.15% of 97,000 active;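 active = inhibition above the screen-wide mean inhibition plus 3 SD, cut at about 15% in these data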;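 note: 0% = DMSO wells and 100% = excess unlabeled TNYL-RAW peptide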
Target sequence (P54760 whole entry, looked up, the tested form may be a part): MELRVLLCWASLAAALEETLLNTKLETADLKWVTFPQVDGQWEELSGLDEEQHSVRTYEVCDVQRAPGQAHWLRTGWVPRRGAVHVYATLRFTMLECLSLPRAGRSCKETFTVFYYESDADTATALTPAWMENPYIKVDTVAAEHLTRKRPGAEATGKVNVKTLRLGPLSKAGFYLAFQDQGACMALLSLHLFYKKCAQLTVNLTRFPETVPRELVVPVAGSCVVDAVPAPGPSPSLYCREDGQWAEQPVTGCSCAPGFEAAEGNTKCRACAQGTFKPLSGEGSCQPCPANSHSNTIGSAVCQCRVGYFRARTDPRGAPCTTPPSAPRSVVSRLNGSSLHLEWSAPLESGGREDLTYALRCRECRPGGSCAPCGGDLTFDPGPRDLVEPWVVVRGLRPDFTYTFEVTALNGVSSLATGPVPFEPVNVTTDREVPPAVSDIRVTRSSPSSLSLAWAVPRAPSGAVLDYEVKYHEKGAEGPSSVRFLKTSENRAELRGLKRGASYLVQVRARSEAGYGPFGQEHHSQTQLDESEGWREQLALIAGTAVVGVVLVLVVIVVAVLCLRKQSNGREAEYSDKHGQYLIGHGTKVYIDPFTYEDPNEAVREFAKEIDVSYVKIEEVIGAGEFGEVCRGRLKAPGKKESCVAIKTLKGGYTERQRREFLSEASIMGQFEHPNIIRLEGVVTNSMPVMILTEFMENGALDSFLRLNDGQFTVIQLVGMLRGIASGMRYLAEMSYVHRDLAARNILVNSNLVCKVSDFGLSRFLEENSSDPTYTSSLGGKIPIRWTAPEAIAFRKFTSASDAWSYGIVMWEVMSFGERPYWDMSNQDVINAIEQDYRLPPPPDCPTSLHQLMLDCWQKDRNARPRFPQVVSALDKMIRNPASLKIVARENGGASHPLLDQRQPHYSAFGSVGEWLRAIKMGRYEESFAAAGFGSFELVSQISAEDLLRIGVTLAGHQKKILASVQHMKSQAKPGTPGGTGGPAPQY
CYP2C9 activ – CYP2C9 (human) activation | P11712 | recombinant CYP2C9, luciferin-H conversion, luminescence; active compounds read high; factor 1 = untreated enzyme, 0 = blocked | activation factor at 5 µM | 1.4% of 96,000 active;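 active = activation factor of 2 or more for CYP2C9 at a 5 µM dose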;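 note: 0 = sulfaphenazole-blocked wells and 1 = vehicle-only wells; values of inactives mirror those of a sister screen read the other way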
CYP2C19 activ – cytochrome P450 2C19 (human) activation; AID 1025; 96,000 tested, under 10 active; P33261; activation factor at 5 µM; recombinant CYP2C19, luciferin-H EGE luminescence; active compounds read high; 0 = fully inhibited enzyme, 1 = untreated enzyme;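 active = activation factor of at least 2 at 5 µM in the primary screen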;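 note: 0 = wells with 2.5 mM tranylcypromine and 1 = vehicle-only wells; values of inactives mirror those of a sister screen read the other way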
Rev-RRE block – disrupts HIV-1 Rev binding to RRE RNA; P05866; Rev peptide-RRE RNA binding, FRET; inhibition, % at 8 µM; 0.79% of 97,000 active; AID 704;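 active = inhibition above the screen-wide mean plus 3 SD, cut at about 35% in these data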;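 note: 0% = median DMSO wells and 100% = median Neomycin B control wells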
Target sequence (P05866 whole entry, looked up): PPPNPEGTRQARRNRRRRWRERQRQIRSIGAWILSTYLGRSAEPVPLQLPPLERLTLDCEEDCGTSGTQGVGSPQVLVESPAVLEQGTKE
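Test system: Cy5-tagged RRE RNA duplex with fluorescein-tagged Rev peptide | Read-out: % inhibition of FRET ratio versus controls | Probe or stimulus: Labelled Rev peptide | Incubation: 5 min RNA-compound premix plus 15 min binding step, 25 °C | Technique: FRET fluorescence readout | Benchmarks: DMSO low control, neomycin B high control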
Starred values were filed as active, the others as inactive; / = not tested or not shown.

nr	molecule	CYP2C19 inh	PLAP activator	CYP2C9 inhib	PLK1 kinase inh	Plk1 PBD FP	EphB4 antag	CYP2C9 activ	CYP2C19 activ	Rev-RRE block
1	Cn1c2c(c(=O)n(C)c1=O)CN(Cc1ccc3c(c1)OCO3)CN2	2	0.8	-9	-13	7	5	1.1	1	7
2	COCCCNC(=O)c1ccccc1NS(C)(=O)=O	1	1	-5	-7	-2	4	1.1	1	8
3	O=C(COC(=O)c1ccccc1Cl)Nc1nccs1	19	1	11	-9	19	3	0.9	0.8	4
4	CCCc1cc(-c2[nH]ncc2-c2ccc3c(c2)OCCCO3)c(O)cc1O	100*	2.6*	100*	-5	-19	4	0	0	13
5	COc1ccccc1OCCC(=O)OCC(=O)Nc1ncc(Cl)cc1Cl	87*	1.5	-35	-5	-3	3	1.4	0.1	13
6	COc1ccc(C2CC(=O)C(C=NCCCN3CCOCC3)=C(O)C2)cc1 (stereo unspecified)	-8	1	-1	0	-2	-6	1	1.1	5
7	CCC(C)N1C(=O)S/C(=C/c2ccc(Sc3nc4ccccc4[nH]3)o2)C1=O (stereo unspecified)	43	1.1	60*	-4	-37	9	0.4	0.6	11
8	O=C1CN(C(=O)CN2CCOCC2)C(c2ccccc2)c2cc(Br)ccc2N1 (stereo unspecified)	65*	1.8	68*	-5	-4	3	0.3	0.4	8
9	CCCC(=O)NCCCc1nc2ccccc2[nH]1	-6	1.1	-8	/	/	/	1.1	1.1	/
10	CC(=O)Nc1ccc(S(=O)(=O)NCCc2cc3c(C)ccc(C)c3[nH]c2=O)cc1	-18	1.1	15	/	/	/	0.8	1.2	/
11	O=C(CN1CCOCC1)N(c1ccccc1)c1ccc2ccccc2c1	76*	1.5	45	-3	17	-1	0.6	0.2	5
12	Cc1nc2ccccc2c(=O)n1NC(=O)Cc1ccc(Br)cc1	40	1	85*	-10	-40	-6	0.2	0.6	4
13	CC1CCCN(C/C(O)=C(\C#N)c2nc3ccccc3[nH]2)C1 (stereo unspecified)	0	2*	-1	-18	13	2	1	1	-2
14	Cc1ccc(C)c(NC(=S)NC2CC3CCCC(C2)N3CC(C)C)c1 (stereo unspecified)	/	/	/	-11	-4	-5	/	/	-7
15	CCOc1ccccc1-c1nc(-c2ccc(C)nc2OC)no1	13	1	-30	-18	13	-3	1.3	0.9	12
16	COc1cc2c(cc1OC)C1=NC(=O)CN1C(SCc1ccccc1C)=N2	-4	1.2	-6	-5	-7	3	1.1	1	5

Part of the list above in order of length of the SMILES, smallest number first.
nr	molecule	CYP2C19 inh	PLAP activator	CYP2C9 inhib	PLK1 kinase inh	Plk1 PBD FP	EphB4 antag	CYP2C9 activ	CYP2C19 activ	Rev-RRE block
9	CCCC(=O)NCCCc1nc2ccccc2[nH]1	-6	1.1	-8	/	/	/	1.1	1.1	/
3	O=C(COC(=O)c1ccccc1Cl)Nc1nccs1	19	1	11	-9	19	3	0.9	0.8	4
15	CCOc1ccccc1-c1nc(-c2ccc(C)nc2OC)no1	13	1	-30	-18	13	-3	1.3	0.9	12
12	Cc1nc2ccccc2c(=O)n1NC(=O)Cc1ccc(Br)cc1	40	1	85*	-10	-40	-6	0.2	0.6	4
11	O=C(CN1CCOCC1)N(c1ccccc1)c1ccc2ccccc2c1	76*	1.5	45	-3	17	-1	0.6	0.2	5
5	COc1ccccc1OCCC(=O)OCC(=O)Nc1ncc(Cl)cc1Cl	87*	1.5	-35	-5	-3	3	1.4	0.1	13
13	CC1CCCN(C/C(O)=C(\C#N)c2nc3ccccc3[nH]2)C1 (stereo unspecified)	0	2*	-1	-18	13	2	1	1	-2
14	Cc1ccc(C)c(NC(=S)NC2CC3CCCC(C2)N3CC(C)C)c1 (stereo unspecified)	/	/	/	-11	-4	-5	/	/	-7
6	COc1ccc(C2CC(=O)C(C=NCCCN3CCOCC3)=C(O)C2)cc1 (stereo unspecified)	-8	1	-1	0	-2	-6	1	1.1	5
4	CCCc1cc(-c2[nH]ncc2-c2ccc3c(c2)OCCCO3)c(O)cc1O	100*	2.6*	100*	-5	-19	4	0	0	13
8	O=C1CN(C(=O)CN2CCOCC2)C(c2ccccc2)c2cc(Br)ccc2N1 (stereo unspecified)	65*	1.8	68*	-5	-4	3	0.3	0.4	8
7	CCC(C)N1C(=O)S/C(=C/c2ccc(Sc3nc4ccccc4[nH]3)o2)C1=O (stereo unspecified)	43	1.1	60*	-4	-37	9	0.4	0.6	11
10	CC(=O)Nc1ccc(S(=O)(=O)NCCc2cc3c(C)ccc(C)c3[nH]c2=O)cc1	-18	1.1	15	/	/	/	0.8	1.2	/

Additional entries:
nr	molecule	CYP2C19 inh	PLAP activator	CYP2C9 inhib	PLK1 kinase inh	Plk1 PBD FP	EphB4 antag	CYP2C9 activ	CYP2C19 activ	Rev-RRE block
17	N/C(=N\OC(=O)C(c1ccccc1)c1ccccc1)c1ccccn1	/	/	/	-14	-4	4	/	/	2
18	Cn1c(C(=O)O)cc2cc(F)ccc21	5	1	9	-8	-9	6	0.9	0.9	0
19	Fc1cc2nc(-c3ccncc3)[nH]c2cc1F	64*	1	47	19	-3	4	0.5	0.4	13
20	COc1ccccc1N1CCN(C2CCN(S(=O)(=O)c3ccc4ccccc4c3)CC2)CC1	15	1.2	-40	-13	5	7	1.4	0.8	11
21	Cc1ccc(CS/C(Nc2ccccc2C)=C(\C#N)C(=O)NCc2ccco2)c(C)c1	51*	1.3	42	-15	1	2	0.6	0.5	7
22	CCS(=O)(=O)CCSc1nc2c(cc1C#N)CCCC2	23	0.8	10	-4	-2	-4	0.9	0.8	0
23	Cc1cccc(-n2c(=O)[nH]c3c(C(N)=O)nc(-c4ccccc4Cl)nc32)c1	-12	1.6	-18	/	/	/	1.2	1.1	/
24	COc1ccc(-c2cc(C(=O)Nc3sc4c(c3C#N)CCCC4)c3ccccc3n2)cc1OC	43	1.5	48	-4	-14	13	0.5	0.6	0

Screen by screen, as entered above.
Nos. 8 to 16 in PLK1 kinase inh: -5, /, /, -3, -10, -18, -11, -18, -5

New compounds follow:
nr	molecule	CYP2C19 inh	PLAP activator	CYP2C9 inhib	PLK1 kinase inh	Plk1 PBD FP	EphB4 antag	CYP2C9 activ	CYP2C19 activ	Rev-RRE block
25	Cc1ccc(C(O)CN2C3=NCCN3c3ccccc32)cc1 (stereo unspecified)	-1	1.1	-4	-4	12	3	1	1	-5
26	Cc1c(CCO)c(=O)[nH]n1C(=O)c1c(F)cccc1F	10	0.9	-4	-10	-1	-4	1	0.9	2
27	CCOc1cc(N2CCOCC2)c(OCC)cc1NC(=O)c1ccc(=O)n(Cc2ccccc2)n1	0	1.1	4	/	/	/	1	1	/
28	O=C(Nn1cnnc1)C1Cc2ccccc2CN1S(=O)(=O)c1ccc(F)cc1 (stereo unspecified)	37	1.4	17	-9	-1	-1	0.8	0.6	1
29	Cc1ccc(-c2nnn(CC(=O)N(CC(=O)NC3CCCCC3)c3cnc4ccccc4c3)n2)o1	/	/	/	-10	0	-1	/	/	8
30	Nc1c(Cl)cc(Cl)cc1C(=O)OCC(=O)N1CCCC1	25	0.9	-33	-13	-14	6	1.3	0.8	11
31	Cc1ccc(CN2C(=O)CSc3ccc(C(=O)NCCN4CCOCC4)cc32)cc1	32	1.6	47	/	/	/	0.5	0.7	/
32	O=C(NCCO)c1ccc2c(c1)S(=O)(=O)c1ccccc1C2=O	-10	0.9	-8	-12	6	-2	1.1	1.1	10
33	O=[N+]([O-])c1ccc(Oc2cccc(F)c2)c2ccncc12	85*	0.9	83*	5	27	10	0.2	0.1	8
34	COC(=O)C(Cc1ccc(OC(=O)c2ccc(C(F)(F)F)cc2)cc1)N1Cc2ccccc2C1=O (stereo unspecified)	32	1.2	41	-15	-11	0	0.6	0.7	4
35	c1ccc(-c2nnc(Cn3c4ccccc4c4nc5ccccc5nc43)o2)cc1	/	/	/	-8	-28	13	/	/	9
36	CC(=O)Nc1nc2ccccc2n1Cc1ccccc1C	82*	1.8	13	-10	-26	-1	0.9	0.2	7
37	COc1ccccc1N1CCN(Cc2cc(Br)c(O)c3ncccc23)CC1	-5	1.4	-11	17	-8	10	1.1	1.1	0
38	Cc1ccc(C)c(N2CCN(C(=O)c3ccc(Cn4c(=O)[nH]c5ccccc5c4=O)cc3)CC2)c1	70*	1.2	75*	-3	-9	-3	0.3	0.3	-3
39	COc1ccc(S(=O)(=O)NC(C(C)C)C(C)C)cc1OC	/	/	/	-8	1	6	/	/	2
40	COCCN1C(=O)c2ccccc2C(C(=O)NCc2ccco2)C1c1c[nH]c2ccccc12 (stereo unspecified)	38	1.7	42	-13	-8	0	0.6	0.6	-3
41	O=C(NCC1CCCO1)c1ccc(NC(=O)C2C3C=CC(C3)C2C(=O)O)cc1 (stereo unspecified)	1	0.9	8	-6	-17	-3	0.9	1	3
42	CC1(C)CC(=O)c2cnc(NCc3ccco3)nc2C1	21	1	13	/	/	/	0.9	0.8	/
43	COc1c(S(=O)(=O)N2CCCCC2)ccc2c(S(=O)(=O)N3CCCCC3)cccc12	/	/	/	-15	-16	10	/	/	15
44	CCOCCCN1C(=O)C(O)=C(C(C)=O)C1c1cccs1 (stereo unspecified)	/	/	/	-2	-14	-4	/	/	8
45	CCCCNC(=O)C1CCCNC1=O (stereo unspecified)	-19	1.1	-10	1	-17	6	1.1	1.2	3
46	c1csc(-c2nnc(-c3ccc(N4CCOCC4)cc3)o2)c1	7	0.8	-1	-9	-24	0	1	0.9	7
47	COC(=O)c1ccc(NC(=O)Nc2ccc(F)cc2)cc1	48	0.8	60*	/	/	/	0.4	0.5	/
48	CCN(CC)CCNC(=O)c1ccc2c(c1)ncn2C1CCCCC1	44	1	3	1	16	-1	1	0.6	0
49	COc1ccc(Br)cc1C(=O)Nc1ccccc1-c1ccccc1	31	0.8	17	-7	3	-8	0.8	0.7	10
50	CCS(=O)(=O)Nc1ccc(-c2nnc(SCC(=O)OC)o2)cc1	21	0.8	18	-6	13	8	0.8	0.8	7
51	CN(C)c1ccc(NC(=O)Cn2cc3c(n2)CCCC3)cc1	92*	1.1	-11	/	/	/	1.1	0.1	/
52	Cc1ccc(SCC2(O)CCN(S(=O)(=O)c3ccc(Cl)cc3)CC2)cc1	/	/	/	-6	-11	2	/	/	5
53	Cc1ccc(N2C(=O)[C@@H]3[C@H](C2=O)[C@H]2C=CC=NN2[C@@H]3C(=O)Nc2ccc(Cl)cc2)cc1	9	1.4	33	-9	-34	-3	0.7	0.9	5
54	COc1ccccc1N1C(N)=NC(N)=NC1(C)C	-4	0.8	-2	79*	10	8	1	1	10
55	C#CC[N+](C)(C)C(C#Cc1ccccc1)CC=C (stereo unspecified)	-8	0.9	3	-7	-16	-4	1	1.1	2
56	Cc1ccc(-c2csc(NC(=O)Cn3cnc4c3c(=O)n(C)c(=O)n4C)n2)cc1C	-6	1	8	-12	-18	2	0.9	1.1	5
57	Cc1ccc(N2C(=O)c3ccc(C(=O)N4CCN(c5ccccc5F)CC4)cc3C2=O)cc1	9	1.2	6	/	/	/	0.9	0.9	/
58	Clc1ccccc1-c1cc(COc2ccc3ccccc3c2)no1	3	0.8	-11	-14	7	5	1.1	1	9
59	Cc1nc2ncnn2c(C)c1CCC(=O)Nc1ccc(S(=O)(=O)N2CCCCCC2)cc1	27	1.4	69*	-12	7	-5	0.3	0.7	7
60	CCCCN(C)Cc1c(C)[nH]c2ccc(Cl)cc2c1=O	-11	1.1	-11	-10	-16	4	1.1	1.1	-4
61	O=C(CN1CCCC1)N/N=C/c1ccc(-c2cccc(Cl)c2)o1	-10	1.5	-1	-9	-5	-3	1	1.1	0
